Screens (PubChem BioAssay)
GLP1R inv ag = acts as inverse agonist at human GLP-1 receptor. AID 624417. HEK293 GLP-1R CRE-luciferase, luminescence, 24 h; GLP-1R form is constitutively active. 410,000 compounds, 1.6% hits. P43220. Potency, µM (series often up to 38.3 µM), inactives show at the highest dose activity change, negative = inhibition, actives largely listed as inhibitors; further: potency means the concentration at half of the fitted maximal effect; on the % scale 0 is the no-effect control and ±100 the full control effect; nearly all actives have a fitted effect of over 55% in size
Target sequence (P43220 whole entry, looked up): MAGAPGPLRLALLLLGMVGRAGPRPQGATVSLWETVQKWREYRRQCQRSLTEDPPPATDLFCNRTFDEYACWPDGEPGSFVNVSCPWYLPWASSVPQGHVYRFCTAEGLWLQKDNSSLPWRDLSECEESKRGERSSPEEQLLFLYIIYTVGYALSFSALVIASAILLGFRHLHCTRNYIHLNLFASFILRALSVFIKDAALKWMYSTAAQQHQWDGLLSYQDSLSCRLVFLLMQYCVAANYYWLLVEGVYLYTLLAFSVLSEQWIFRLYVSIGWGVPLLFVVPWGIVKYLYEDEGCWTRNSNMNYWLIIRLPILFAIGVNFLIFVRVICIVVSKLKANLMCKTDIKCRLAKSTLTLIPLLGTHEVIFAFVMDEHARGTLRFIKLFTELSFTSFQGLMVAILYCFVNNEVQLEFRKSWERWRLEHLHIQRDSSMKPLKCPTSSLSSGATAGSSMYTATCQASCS
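Using stably transfected HEK293 (constitutively active GLP-1R, cAMP-luciferase reporter), compounds were incubated 24 hr and luciferase measured by luminescence.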
GLP1R cytotox = cytotoxicity in counter-screen for GLP-1R inverse agonists. HEK293 cAMP-luciferase reporter cells, luminescence, 24 h. Potency, µM (highest dose often 38.3 µM), without a hit: at the top dose activity change, negative = inhibition, hits mostly inhibitors. 410,000 compounds, 0.13% hits;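 further: loss of luciferase light is scored as toxicity; potency means the concentration at half of the fitted maximal effect; on the % scale 0 is the no-effect control and ±100 the full control effect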
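Step one: seed cells (200 cells/uL, DMEM with 10% Nu serum, 1% pen-strep). Step two: 12-hour incubation at 37 deg C. Step three: pin 23 nL compound, incubate 24 hr. Step four: add luciferase reagent, read luminescence 12 min later.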
pAkt inh = Akt phosphorylation inhibition; AID 651550; Neuro2A IGF-stimulated pAkt S473 HTRF, 20 min; active compounds read low; activity change, % for hits at 50 µM; 360,000 compounds, 0.32% hits; in the data active means activity change below about -80%; inconclusive means mostly about -51% to -80%; further: on the % scale 0 is the no-effect control and ±100 the full control effect
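Single-point screen (50 µM final compound) in Neuro2A cells stimulated 20 min with 6 nM IGF at 37 deg C. After lysis, Ser473-phosphorylated Akt read by HTRF (ex 330 nm, em 615/665 nm) as the 665/615 ratio.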
MmCpn inh = blocks the Methanococcus maripaludis chaperonin Mm-Cpn; Potency, µM (highest dose often 76.9 µM), for the others: at the top dose activity, negative = inhibition, actives largely listed as inhibitors; purified Mm-Cpn ATPase, ADP Transcreener TR-FRET; 330,000 compounds, 0.031% hits; AID 504842; further: potency means the concentration at half of the fitted maximal effect; on the % scale 0 is the no-effect control and ±100 the full control effect; nearly all actives have a fitted effect of over 80% in size
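Inhibition of chaperonin ATP hydrolysis is measured as reduced ADP production, detected by competitive TR-FRET in which signal falls with ADP. Final enzyme 25 nM and ATP 10 uM, reacted 30 min at 37°C.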
Abeta yeast res = restores growth of yeast expressing A-beta42 peptide | Potency, µM (top dose mostly 46.1 µM), for inactives: at the top dose growth rescue, most hits filed as activators | yeast expressing A-beta42, growth rescue, OD600, 48 h; response scale: 0% DMSO, 100% iron-clioquinol control | AID 1347071 | 410,000 compounds, 0.063% hits; further: potency means the concentration at half of the fitted maximal effect; nearly all actives have a fitted effect of over 55% in size
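Yeast growth medium received pinned compounds, then yeast cells expressing toxic A-beta were added; plates incubated at 30 C for 48 hr. Growth read as absorbance at 600 nm, normalized to DMSO and equimolar FeCl3 plus clioquinol controls.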
TDP43 rescue = TDP-43 toxicity inhibition in yeast; Potency, µM (highest dose often 46.1 µM), without a hit: top-dose growth rescue (activation), actives largely listed as activators; AID 652104; TDP-43 expressing yeast growth rescue, BacTiter-Glo, 24 h; 410,000 compounds, 1.8% hits; further: potency means the concentration at half of the fitted maximal effect; % of control where 0% means no effect; nearly all actives have a fitted effect of over 50% in size
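In this qHTS, compounds that restore growth of yeast expressing TDP-43 appear as activators. Cells (OD600=0.02, galactose medium, raffinose-pregrown) are incubated with compound 24 hr at 30 deg C and growth is quantified by BacTiter-Glo.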
PTHR1 agonist = PTHR1 (human) receptor agonism; 410,000 compounds, 0.075% hits; Potency, µM (doses to about 115 µM), inactives show top-dose activation, most hits filed as activators; Q03431; HEK293 GP2 PTHR1 cells, GloSensor cAMP luminescence, 1 h; further: potency means the concentration at half of the fitted maximal effect; nearly all actives have a fitted effect of over 55% in size; some results filed as inactive show a strong effect at the top dose; inactives centre near -15; many of its hits are not listed in these tables
Target sequence (Q03431 whole entry, looked up): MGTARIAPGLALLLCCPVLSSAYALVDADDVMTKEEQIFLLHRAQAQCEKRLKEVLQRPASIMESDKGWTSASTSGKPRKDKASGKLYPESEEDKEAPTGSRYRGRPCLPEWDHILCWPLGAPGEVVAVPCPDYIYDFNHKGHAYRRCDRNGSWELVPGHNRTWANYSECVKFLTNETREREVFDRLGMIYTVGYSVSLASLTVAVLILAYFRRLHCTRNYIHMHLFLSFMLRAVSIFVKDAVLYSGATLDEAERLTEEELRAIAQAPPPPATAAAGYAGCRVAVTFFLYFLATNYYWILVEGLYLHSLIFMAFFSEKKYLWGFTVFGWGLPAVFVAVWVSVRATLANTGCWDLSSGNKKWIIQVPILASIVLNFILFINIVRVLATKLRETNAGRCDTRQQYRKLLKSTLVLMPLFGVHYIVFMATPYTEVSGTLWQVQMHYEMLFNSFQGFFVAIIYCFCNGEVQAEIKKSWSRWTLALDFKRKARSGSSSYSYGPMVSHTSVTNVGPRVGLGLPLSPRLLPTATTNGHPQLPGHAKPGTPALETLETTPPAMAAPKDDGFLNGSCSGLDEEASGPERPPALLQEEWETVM
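HEK-293-derived GP2 cells expressing PTHR1 and a GloSensor cAMP reporter, 3,000/well, plated overnight, given luciferin plus IBMX (each 0.5 mM as added) for 1 h at 37 °C, then compound for 1 h at 37 °C. Luminescence was read after 15 min at room temperature.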
aSyn yeast inh = inhibitors of alpha-synuclein toxicity in yeast. 370,000 compounds, 0.14% hits. Potency, µM (top dose mostly 46.1 µM), for inactives: at the highest dose growth rescue (activation), actives largely listed as activators. Yeast expressing alpha-synuclein, growth rescue, BacTiter-Glo, 24 h; further: potency means the concentration at half of the fitted maximal effect; % of control where 0% means no effect; nearly all actives have a fitted effect of over 65% in size
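Screening used galactose-induced yeast with toxic alpha-synuclein levels, exposed to compound for 24 hr at 30 deg C. Cell growth, read with BacTiter-Glo luminescence, gave the measured signal.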
FUS yeast rescue = rescues growth of FUS-expressing yeast; 390,000 compounds, 0.24% hits; Potency, µM (highest dose often 76.6 µM), for the others: at the top dose growth rescue (activation), actives largely listed as activators; S. cerevisiae FUS-expressing, growth rescue, OD600, 24 h;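 further: potency means the concentration at half of the fitted maximal effect; plate controls were DMSO vehicle for no effect and reference control for full effect; nearly all actives have a fitted effect of over 55% in size; some results filed as inactive show a strong effect at the top dose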
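S. cerevisiae expressing FUS from galactose induction served as the toxicity model. Growth after 24hr at 30C, read as absorbance at 600 nm, indicates suppression of toxicity; compounds dosed at several concentrations.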
* marks the source's active call; other numbers are inactive results; i = inactive; ? = inconclusive; · = no result given; [ ] = dose if it differs, or a comment. Unless noted, the call rests on the fitted dose curve; in most records, active means well fitted curve in the direction sought with a large enough effect; inconclusive means small, poorly fitted or top-dose-only effect, or another doubt; inactive means no such curve, though single readings can be large; an effect the other way counts as inactive or inconclusive. Only part of the results is shown, so the mix of outcomes need not match the whole.

Start of the listing, in advance, 4 compounds:
Each structure is followed by: GLP1R inv ag, GLP1R cytotox, pAkt inh, MmCpn inh, Abeta yeast res, TDP43 rescue, PTHR1 agonist, aSyn yeast inh, FUS yeast rescue
CCN(C[C@H]1N[C@@](C)(C(=O)OC)[C@H]2C(=O)N(C)C(=O)[C@@H]12)C(=O)Nc1ccc(F)cc1
  10%, 2%, i, 1%, 5%, 15%, -18%, 0%, -3%
Cc1noc(C)c1C(=O)NNc1cc(Cl)ccc1Cl
  ?, -17%, i, 0%, 15%, 4%, i, 15%, 21%
C[N+](C)(C)CCNC(=O)c1cc[n+](Cc2ccccc2)c(/C=N/O)c1
  13%, 3%, i, 1%, -6%, 19%, -89%[inhibitor], -3%, -11%
CN1CCc2c(OCC(=O)NC3CCCCC3)cccc2C1=O
  10%, 0%, i, 1%, 7%, -4%, -36%[inhibitor], -1%, ·

Main list, from the first entry:
Each structure is followed by: GLP1R inv ag, GLP1R cytotox, pAkt inh, MmCpn inh, Abeta yeast res, TDP43 rescue, PTHR1 agonist, aSyn yeast inh, FUS yeast rescue
CCN(C[C@H]1N[C@@](C)(C(=O)OC)[C@H]2C(=O)N(C)C(=O)[C@@H]12)C(=O)Nc1ccc(F)cc1
  10%, 2%, i, 1%, 5%, 15%, -18%, 0%, -3%
Cc1noc(C)c1C(=O)NNc1cc(Cl)ccc1Cl
  ?, -17%, i, 0%, 15%, 4%, i, 15%, 21%
C[N+](C)(C)CCNC(=O)c1cc[n+](Cc2ccccc2)c(/C=N/O)c1
  13%, 3%, i, 1%, -6%, 19%, -89%[inhibitor], -3%, -11%
CN1CCc2c(OCC(=O)NC3CCCCC3)cccc2C1=O
  10%, 0%, i, 1%, 7%, -4%, -36%[inhibitor], -1%, ·
Cc1cccc(NC(=S)NNC(=O)c2ccccc2Br)c1
  0%, 4%, i, -4%, 2%, ?, -47%, 4%, ·
Cc1ccc(S(=O)(=O)N(C)CCCC(=O)N2CCN(C=O)CC2)cc1
  0%, -11%, i, 1%, -7%, 2%, i, 4%, 18%
NS(=O)(=O)c1ccc(CCNC(=O)Cc2c[nH]c3ccccc23)cc1
  -7%, 9%, i, 0%, 6%, 0%, i, -7%, ·
Cc1ccc2nc(N3CCN(Cc4nnnn4Cc4ccccc4)CC3)c(C#N)cc2c1
  ?, 2%, i, -3%, -17%, ?, i, 11%, 43%
CN(Cc1ccccc1NS(=O)(=O)c1ccc2ccccc2c1)C1CCCCC1
  ?, -4%, i, 0%, 1%, -17%, -48%, 1%, 26%
CCOC(=O)c1cccc(C(=O)OCC)n1
  2%, 0%, i, -1%, 3%, -1%, -6%, -8%, -13%
COc1ccc(C(=O)N2CCCC(CCC(=O)NCc3ccc(F)c(F)c3)C2)cc1F (stereo not given)
  1%, -1%, i, -5%, -8%, -24%, -6%, 9%, 9%
CC(=O)Oc1ccc(N2C(=O)C3C4C=CC(CO)(O4)C3C2=O)cc1 (stereo not given)
  0%, -12%, i, -9%, -94%[inhibitor], ?, i, -77%[inhibitor], -17%
O=C(NCCS(=O)(=O)N1CCN(c2ccccc2F)CC1)c1ccco1
  -23%, 17%, i, 2%, -4%, -8%, i, -1%, 7%
CC(NC(=O)CCNS(=O)(=O)c1ccc2c(c1)oc(=O)n2C)c1ccccc1 (stereo not given)
  -19%, -8%, i, -3%, 1%, 7%, -15%, 2%, 29%
S=C(NCc1ccncc1)Nc1ccc(Br)cc1Cl
  -6%, 0%, i, 3%, 4%, 13%, -16%, 1%, 14%
CCC(=O)c1ccc(OC(=O)/C=C/c2cc(OC)c(OC)c(OC)c2)cc1
  5%, -4%, i, -1%, 9%, 2%, i, 8%, -5%
CC(=O)c1cccc(NC(=S)NC2CC2)c1
  11%, -2%, i, 4%, 6%, 3%, -22%, -1%, -15%
CC(C)C(=O)N1CCCCCCN1C(=O)C(C)C
  10%, 10%, i, ·, -6%, 13%, i, -8%, -10%
COc1cc(F)ccc1-c1csc(C(O)c2ccc(F)c(F)c2)n1 (stereo not given)
  ?, -1%, i, ·, -82%[inhibitor], -37%[inhibitor], -23%, 0%, 19%
O=C(NCCc1ccccc1)c1cnn2c(C(F)F)cc(C3CC3)nc12
  16%, 12%, i, -1%, -40%[inhibitor], ?, i, 10%, 19%
CC1(C2CC2)NC(=O)N(CC(=O)Nc2ccc(Cl)c([N+](=O)[O-])c2)C1=O (stereo not given)
  ?, -16%, i, 1%, -9%, -6%, 26%, -1%, -17%
CCN(CC(=O)NCc1cccs1)C(=O)c1cccc(S(=O)(=O)NCc2ccccc2)c1
  -4%, -16%, i, -2%, 8%, 22%, -5%, 4%, ·
COc1ccc(-c2cnc3c(NC(C)=O)cc(-c4cccc(C(=O)NCCO)c4)cn23)cc1OC
  13%, 0%, i, ·, 10%, 15%, -13%, -9%, 13%
Cc1cc(Br)ccc1NC(=O)c1ccco1
  9%, -2%, i, -3%, -12%, ?, i, 12%, -13%
Cc1ccc(C(=O)NCCc2ccc(S(N)(=O)=O)cc2)cc1[N+](=O)[O-]
  0%, -6%, i, -16%, -4%, -18%, i, 2%, ·
Cc1nn(C)c(C)c1S(=O)(=O)N1CCCC(C(=O)N2CCN(c3ccc(Cl)cc3)CC2)C1 (stereo not given)
  ?, -4%, -107%*, -1%, 7%, 5%, -17%[57.5 µM], 0%, 21%
CCN(C(=O)Cc1c(C(=O)O)n(C)c2ccccc12)c1cc(OC)ccc1OC
  -17%, -15%, i, -2%, 6%, 0%, -3%, 0%, 18%
COc1ccc(NC(C)=O)cc1NC(=O)c1cccc(C(F)(F)F)c1
  -2%, 0%, i, 1%, -18%, -23%, i, -3%, 22%
O=C(/C=C/c1ccc(Cl)cc1)N(Cc1ccccc1)c1ccccn1
  ?, 0%, i, -2%, -7%, -3%, -41%[inhibitor], -8%, 12%
Cc1cccc(COc2ccc(S(=O)(=O)N3CCOCC3)cc2[N+](=O)[O-])c1
  ?, -3%, i, 3%, -12%, -18%, -6%, -1%, 0%
CSc1ncccc1C(=O)OCC(=O)Nc1ccc2c(c1)CCC2
  -26%, 2%, i, -1%, 0%, ?, -91%[inhibitor], 3%, -17%
COc1cccc(C=Nc2cc(C)on2)c1O
  -15%, -12%, i, -3%, -7%, 17%, i, 0%, 4%
COc1cccc(CN2CCNC(=O)C2CC(=O)NCCc2cccc(C)n2)c1OC (stereo not given)
  18%, -8%, i, 0%, 0%, 4%, i, -1%, 7%
CC(Cc1ccccc1)=NNc1ccc([N+](=O)[O-])cc1[N+](=O)[O-]
  -8%, -15%, i, ·, 2%, 21%, -20%, 10%, -9%
CN(Cc1ccccc1)S(=O)(=O)c1ccc(Cl)nc1
  -10%, 8%, i, -5%, -9%, 12%, -2%[57.5 µM], 4%, -15%
CCn1c(C)c(C)c2cc(C(=O)N3CCc4ccccc4C3)ccc21
  8.9µM*, 12%, i, -5%, ·, 20µM*, -27%, 26%, 43%
O=C1CN(C(=O)COc2ccc(Cl)cc2Cl)C(c2ccccc2)c2cc(F)ccc2N1 (stereo not given)
  ?, -9%, ·, ·, 5%, 7%, -56%[inhibitor], ·, 32µM*
O=C1c2ccccc2[C@@H]2CC(O)C(O)CCN12 (stereo not given in full)
  20%, -1%, i, 0%, 1%, 0%, -15%, -3%, -20%
CCOC(=O)c1cc(-c2cccnc2)nn1-c1ccccc1
  141%[activator][7.66 µM], 17%[7.66 µM], i, 1%, -13%, -18%[9.22 µM], 3%, 1%, 14%
CCN(CC)c1ccc2cc(-c3nc(-c4cccs4)no3)c(=O)oc2c1
  28%, 100%[activator], ·, ·, -33%, 21%, -34%[inhibitor], ·, -20%
CCSC1=NCCN1S(=O)(=O)c1ccccc1
  2%, 7%, i, 0%, 8%, 18%, -22%, 11%, -29%
CCCN(Cc1ccccc1)C(=S)Nc1cccc(C)c1C
  0%, 11%, i, 0%, 6%, 1%, i, 0%, -8%
CCN1C(C)=CC(=O)[C@@H](O)[C@H]1c1ccccc1Br
  4%, -10%, i, ·, -3%, 1%, -21%, 1%, -19%
COc1cccc(/C=N/Nc2cc(Cl)nc(C)n2)c1O
  ?, ?, i, 4%, -10%, 2%, -3%, -8%, -11%
Cc1cccc(NC(=O)C2CCN(S(=O)(=O)c3cccc4nsnc34)CC2)n1
  9%, -3%, i, 0%, 12%, 11%, -26%, 9%, 7%
Cc1ccc(C(=O)NCC(=O)Nc2ccccc2C(F)(F)F)cc1
  -2%, 9%, i, 0%, 11%, 25%, i, 19%, ·
CC(=O)Nc1cccc(C(=O)/C=C/c2ccc(N(C)C)cc2)c1
  4%, 82%[activator], i, -10%, 6%, 14%, -15%, 3%, ·

Quoted from the listing:
CC(Cc1ccccc1)=NNc1ccc([N+](=O)[O-])cc1[N+](=O)[O-] in GLP1R inv ag has -8%
O=C1c2ccccc2[C@@H]2CC(O)C(O)CCN12 (stereo not given in full) in GLP1R cytotox has -1%
COc1cccc(/C=N/Nc2cc(Cl)nc(C)n2)c1O in FUS yeast rescue has -11%
